Source: PubChem BioAssay
NCI-60 one-dose screen, 48 h, at 10 µM unless noted. Numbers give growth in % (100 = growth as untreated, 0 = no growth, -100 = all killed).
M14: M14 melanoma; hit rate 6.2% among 80,000; AID 1794745
SK-MEL-5: SK-MEL-5 melanoma; hit rate 6.4% among 80,000; AID 1794755
LOX IMVI: LOX IMVI melanoma. hit rate 7.4% among 79,000. AID 1794757
CCRF-CEM: CCRF-CEM leukemia; hit rate 7% among 77,000; AID 1794778
A549/ATCC: A549/ATCC NSCLC; hit rate 3.7% among 81,000
HOP-62: HOP-62 NSCLC. hit rate 3.9% among 80,000. AID 1794735
HOP-92: HOP-92 NSCLC cells; hit rate 6.3% among 71,000
EKVX: EKVX NSCLC; AID 1794765; hit rate 3% among 71,000
Starred values were filed as active, the others as inactive; x = not tested or not shown; & = joins results of further samples; [ ] = another dose, or the depositor's remark. Rule for the calls: active = growth percent below 10; inactive = the rest.

Order of values: M14	SK-MEL-5	LOX IMVI	CCRF-CEM	A549/ATCC	HOP-62	HOP-92	EKVX
- CN1C(=O)/C(=C/c2ccc(C3Oc4ccccc4C4CC(c5ccccc5)=NN43)cc2)SC1=S (stereo not drawn)
→ 92	102	99	37	102	98	92	87
- COc1ccc(NC(=O)c2cc3ccc4c5ccccc5[nH]c4c3cc2O)cc1
→ 96	94	101	94	90	85	x	85
- COc1cc([N+](=O)[O-])c(S(=O)(=O)O)cc1N
→ 102	103	109	93	92	86	84	92
- N#CCCN=Nc1c(O)[nH]c2ccc(F)cc12
→ 98	100	95	107	111	99	101	91
- CC(O)(CCO)CCO
→ 103	101	95	95	102	99	x	x
- COc1ccc(Cl)cc1C(=O)NCCc1ccc(S(=O)(=O)NC(=O)NC2CCCCC2)cc1
→ 104&113	96&101	96&102	95&86	103&100	88	95&74	100&95
- COC(=O)CCC[C@@H]1O[C@@H](c2ccccc2)[C@@H](I)[C@H]1O
→ 91	96	103	109	106	105	92	106
- CCCn1c(O)c(C=N)c(=O)n(CCC)c1=O
→ 114	108	107	91	103	100	76	x
- CCCN(CCC)CC(O)COc1ccccc1C(=O)Nc1ccccc1 (stereo not drawn)
→ 69	53	57	71	40	67	84	x
- CCOc1cccc(C(=O)Nc2ccc(-c3nc4ccccc4[nH]3)cc2)c1
→ 92	98	97	101	105	97	103	x
- CCCCCCCCc1ccc(OCCCN2CCOCC2)cc1
→ 103	82	98	65	74	85	79	93
- C=C(C)C1CC=C(/C=N/O)CC1 (stereo not drawn)
→ 92	90	98	104	94	96	95	x
- CCCNC(=O)NS(=O)(=O)c1ccc(Cl)cc1
→ 100&97	94&109	103&98	106&101	101	98&100	91&97	103&109
- Cc1ccc(S(=O)(=O)NN=C2CCCCCCC2)cc1
→ 98	101	93	93	100	92	95	x
- Cn1cc2c3c(cccc31)[C@H]1C(=O)[C@H](CCC1(C)C)C2(C)C
→ 80	102	88	96	88	83	70	95
- CC(=O)Nc1ccc2c(c1Br)Cc1ccccc1-2
→ 109	104	87	54	80	115	79	76
- Cc1cc2nc3c4cc([N+](=O)[O-])ccc4n(CCN(C)C)c3nc2cc1C
→ -27*	-73*	-49*	3.8*	-46*	5.3*	-11*	-3.5*
- C[C@@H]1C(=O)N(C[C@H](Cc2ccccc2)NC(=O)OCc2ccccc2)[C@]1(Cc1ccccc1)C(=O)OCc1ccccc1
→ 41	13	36	53	21	71	51	34
- N#Cc1c(NCc2ccc(N3CCCCC3)cc2)oc(-c2ccccc2)c1-c1ccccc1
→ 102	66	62	61	95	96	95	94
- c1ccc(-c2nc(N3CCN(C4CCCCC4)CC3)c3ccccc3n2)cc1
→ 106	90	93	92	89	86	70	82
- c1ccc2c(c1)ccn2CCCN1CCCCC1 (tested in a mixture with another compound)
→ 101	105	90	109	102	102	96	127
- COC1=C[C@]23CCC(=O)N2CCc2cc4c(cc2[C@@H]3[C@@H]1OC(=O)CCCC(C)C)OCO4
→ 57	26	7.9*	60	50	71	96	80
- C[C@@H]1NC(=O)[C@H](Cc2ccccc2)N(Cc2cccnc2)C1=O
→ 94	101	99	109	95	95	85	109
- COc1ccc(/C=C2\Oc3cc4occc4c(OC)c3C2=O)cc1
→ 109	131	62	95	66	96	92	92
- O=C(O)c1c[nH]c(=O)c([N+](=O)[O-])c1
→ 115	106	96	101	92	106	108	109
- CCCCCCCCCC(=O)c1ccc(O)c(O)c1O
→ 57	66	50	54	70	83	57	120
- C#Cc1cccc(Oc2ccc(NC(=O)C=C)cc2)c1
→ 101[8.25 µM]	100[8.25 µM]	100[8.25 µM]	102[8.25 µM]	81[8.25 µM]	86[8.25 µM]	90[8.25 µM]	87[8.25 µM]
- N=C(N)c1ccc(S(N)(=O)=O)cc1
→ 95	95	x	107	92	87	94	96
- O=C(O)C(=O)c1ccc[nH]1
→ 109	113	98	116	95	112	x	99
- Oc1ccccc1-c1nn(-c2ccccc2)cc1-c1nc2ccccc2[nH]1
→ 98	56	87	71	76	100	52	77
- N#C/C(=C\c1ccc(Cl)cc1Cl)C(N)=O
→ 99	101	97	90	109	101	122	105
- Nc1ccccc1-c1cc2c(c3c1[nH]c1ccccc13)CCCCCCCCC2
→ 93	94	95	90	98	103	93	85
- C=C1CCC2C3(C)COC(c4ccccc4)OC3CCC2(C)C1C/C=C1/C(=O)OCC1O (stereo not drawn)
→ 81	x	73	x	x	117	x	104
- O=NN(CCCl)C(=O)Nc1c[nH]c(=O)[nH]c1=O
→ 116	105	86	101	92	101	90	96
- c1ccc(OCCN2CCNCC2)cc1
→ 114	x	109	92	103	115	116	122
- NCC(=O)NS(=O)(=O)OC[C@H]1O[C@@H](n2cnc3c(N)ncnc32)[C@H](O)[C@@H]1O
→ -23*	-0.3*	-46*	22	9.7*	-32*	17	44
- NC(=S)N/N=C/c1ccc([N+](=O)[O-])o1
→ 95	90	92	97	99	100	x	105
- NNC(=O)CCc1ccncc1
→ 102	100	97	97	79	95	96	107
- O=C(NCc1ccccc1)/C(=C/c1cccc([N+](=O)[O-])c1)CC(=O)c1ccc(Cl)c(Cl)c1
→ 106	101	99	96	99	98	35	94
- Cc1[nH]c(C(=O)Nc2ccc(C(=O)N3CCN(c4cc5c(cc4F)c(=O)c(C(=O)O)cn5C4CC4)CC3)cc2OC(C)C)c(Cl)c1Cl
→ 73	75	22	53	38	98	46	81

Another view of some results above.
Oc1ccccc1-c1nn(-c2ccccc2)cc1-c1nc2ccccc2[nH]1
  M14: 98
  SK-MEL-5: 56
  LOX IMVI: 87
  CCRF-CEM: 71
  A549/ATCC: 76
  HOP-62: 100
  HOP-92: 52
  EKVX: 77

O=NN(CCCl)C(=O)Nc1c[nH]c(=O)[nH]c1=O
  M14: 116
  SK-MEL-5: 105
  LOX IMVI: 86
  CCRF-CEM: 101
  A549/ATCC: 92
  HOP-62: 101
  HOP-92: 90
  EKVX: 96

The results go on.
Order of values: M14	SK-MEL-5	LOX IMVI	CCRF-CEM	A549/ATCC	HOP-62	HOP-92	EKVX
- CCNC
→ 106	109	106	111	104	107	82	108
- CCCCc1ccc(-c2nc3c(c(C)nc4c3nnn4-c3cc(OC)c(OC)c(OC)c3)c(=O)o2)cc1
→ 96	103	100	102	103	x	95	108
- O=[N+]([O-])c1ccc(-c2csc(NN=C(c3ccccc3)c3ccccc3)n2)cc1
→ 95	93	95	83	70	81	85	100
- O=C1Nc2ccccc2/C1=C\C(=O)c1ccccc1
→ 97	98	90	87	100	111	98	95
- COc1ccc([C@H]2c3[nH]c4ccccc4c3C[C@@H]3C(=O)N(C4CCN(CC5CCCCC5)CC4)CC(=O)N23)c(OC)c1
→ x	61	75	82	87	86	59	73
- OCC1CCCCC1
→ 94	109	96	100	101	88	99	109
- CCN(CC)c1ccc2c(c1)Cc1ccccc1-2
→ 102	100	109	97	104	108	90	101
- COC(=O)[C@]12CCC(C)(C)C[C@H]1C1=CC[C@@H]3[C@@]4(C)C/C(=C/c5ccco5)C(=O)C(C)(C)[C@@H]4CC[C@@]3(C)[C@]1(C)CC2
→ 108	104	94	86	95	108	86	101
- O=c1ccc2ccc(OCc3cn(Cc4ccccc4)nn3)cc2o1
→ 99	101	94	100	98	96	94	92
- COc1ccc(/C=N/NC(=O)CSc2nc(-c3cnccn3)cc(-c3cccs3)c2C#N)cc1OC
→ 78	35	60	94	75	77	38	86
- O=C(CN1CCN(c2cc3c(cc2F)c(=O)c(C(=O)O)cn3C2CC2)CC1)NCc1ccccc1
→ 87	100	71	104	91	88	93	95
- Brc1cc2c(cc1C1OCCO1)OCO2
→ 101	x	110	105	96	108	113	112
- CC(C)COC(=O)c1ccc(NC(=O)CCCl)cc1
→ 101	98	91	22	95	91	64	90
- COc1ccc(-c2nc3sc(-c4ccccc4)cn3n2)cc1
→ 28	34	54	64	51	50	68	63
- O=C(Cn1ccnc1)Nc1ccccn1
→ 111	107	100	104	90	99	94	x
- CCCOCC(O)CN1CCN(c2ccccc2)CC1 (stereo not drawn)
→ 101	110	106	107	106	100	106	111
- O=c1nc(N2CCCC2)oc2cc3ccccc3cc12
→ 99[100 µM]	92[100 µM]	x	98[100 µM]	90[100 µM]	105[100 µM]	115[100 µM]	92[100 µM]
- CCOC(=O)c1sc2ncnc(Nc3ccc(OCc4ccc(F)cc4)cc3)c2c1C
→ 94	x	97	107	81	83	83	98
- Cn1c(-c2ccccc2)c(C#N)c(NS(=O)(=O)c2ccc(N)cc2)c1-c1ccccc1
→ 101	98	95	100	x	92	86	91
- CCOc1nc(-c2ccccc2)cc2c(O)c(C(=O)N/N=C/c3ccc(OC)cc3)[nH]c(=O)c12
→ 110	54	114	92	110	105	75	100

The final 7 entries of the section before come first, to join the parts:
Order of values: M14	SK-MEL-5	LOX IMVI	CCRF-CEM	A549/ATCC	HOP-62	HOP-92	EKVX
- COc1ccc(-c2nc3sc(-c4ccccc4)cn3n2)cc1
→ 28	34	54	64	51	50	68	63
- O=C(Cn1ccnc1)Nc1ccccn1
→ 111	107	100	104	90	99	94	x
- CCCOCC(O)CN1CCN(c2ccccc2)CC1 (stereo not drawn)
→ 101	110	106	107	106	100	106	111
- O=c1nc(N2CCCC2)oc2cc3ccccc3cc12
→ 99[100 µM]	92[100 µM]	x	98[100 µM]	90[100 µM]	105[100 µM]	115[100 µM]	92[100 µM]
- CCOC(=O)c1sc2ncnc(Nc3ccc(OCc4ccc(F)cc4)cc3)c2c1C
→ 94	x	97	107	81	83	83	98
- Cn1c(-c2ccccc2)c(C#N)c(NS(=O)(=O)c2ccc(N)cc2)c1-c1ccccc1
→ 101	98	95	100	x	92	86	91
- CCOc1nc(-c2ccccc2)cc2c(O)c(C(=O)N/N=C/c3ccc(OC)cc3)[nH]c(=O)c12
→ 110	54	114	92	110	105	75	100
- COc1cc(C)cc(-c2nn(CC(N)=O)cc2-c2ccnc(Oc3cccnc3)n2)c1
→ 108	93	96	104	110	137	82	93
- NC(=O)c1cnc(Nc2ccc(N3CCOCC3)cc2)nc1NCCCNC(=O)C1CCC1
→ 61	90	66	26	91	47	108	105
- O=c1[nH]c(N2CCOCC2)nc2c(-c3cccc4c3sc3ccccc34)cccc12
→ 89	87	94	93	84	85	68	84
- COc1ccc(-n2nc(C(=O)Nc3ccc(CC(=O)O)cc3)nc2-c2ccccc2)c(OC)c1OC
→ 96	106	98	120	101	94	93	100
- COc1ccc(C2CC(c3cnccn3)=NN2c2ccccc2)cc1OC (stereo not drawn)
→ 89	106	99	78	75	93	52	90
- O=S(=O)(Nc1ncccn1)c1ccc(Nc2nc(-c3ccccn3)cs2)cc1
→ 110	105	95	103	110	88	86	95
- N#CC(=C1CCN(Cc2ccccc2)CC1)c1ccccc1
→ 89	108	104	95	101	101	82	105
